LYPLA2 counter = LYPLA2 inhibitors, primary screen, counter-screen for PME1 inhibitor project, biochemical, fluorescence polarization, FP-Rh probe ABPP; Acyl-protein thioesterase 2 (Homo sapiens), O95372; recombinant LYPLA2; inhibition, % at 5.9 µM; 320,000 compounds, 0.38% hits;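 active means inhibition above the screen-wide mean plus 3 SD, limit set per campaign, cut at about 26% in these data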;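 further: 0% = LYPLA2 with DMSO and 100% = wells lacking LYPLA2 enzyme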
Target sequence (O95372 whole entry, looked up): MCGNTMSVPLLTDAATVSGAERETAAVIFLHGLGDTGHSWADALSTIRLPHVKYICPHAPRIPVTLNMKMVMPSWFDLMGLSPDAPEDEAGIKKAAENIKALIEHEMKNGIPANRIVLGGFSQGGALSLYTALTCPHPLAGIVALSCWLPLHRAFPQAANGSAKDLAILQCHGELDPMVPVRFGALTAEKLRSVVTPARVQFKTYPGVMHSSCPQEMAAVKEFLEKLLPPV
PAFAH1B3 inh = PAFAH1B3 enzyme inhibitors, primary screen, biochemical, fluorescence polarization, human; Platelet-activating factor acetylhydrolase IB subunit alpha1 (Homo sapiens), Q15102; recombinant PAFAH1B3, FP-rhodamine probe; inhibition, % at 3.39 µM; 340,000 compounds, 0.28% hits;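 active means inhibition above the screen-wide average of all tested compounds plus 3 SD, cut at about 25% in these data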;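 further: 0% = enzyme with DMSO only and 100% = wells lacking PAFAH1B3 protein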
Target sequence (Q15102 whole entry, looked up): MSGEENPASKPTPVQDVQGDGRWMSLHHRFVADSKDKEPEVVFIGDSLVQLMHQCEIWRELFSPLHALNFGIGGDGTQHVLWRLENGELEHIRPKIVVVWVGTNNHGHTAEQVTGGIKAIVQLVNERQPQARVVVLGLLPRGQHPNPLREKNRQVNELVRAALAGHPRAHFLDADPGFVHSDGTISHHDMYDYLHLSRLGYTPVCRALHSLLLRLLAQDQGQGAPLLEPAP
pPAFAH FP inh = pPAFAH enzyme inhibitors, primary screen, biochemical, fluorescence polarization, human. inhibition, % at 3.39 µM. recombinant pPAFAH, FP-rhodamine probe fluorescence polarization. 330,000 compounds, 1.5% hits. AID 463082, 2010. Platelet-activating factor acetylhydrolase (Homo sapiens), Q13093;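 active means inhibition above the mean inhibition across the screen plus 3 SD, cut at about 25% in these data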;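 further: inhibitors block binding of the rhodamine activity-based probe so polarization drops; 0% = enzyme with DMSO and 100% = wells lacking pPAFAH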
PAD4 FP inh = human PAD4 inhibitors, primary screen, biochemical, fluorescence polarization, 1536-well format; Protein-arginine deiminase type-4 (Homo sapiens), Q9UM07; recombinant PAD4, RCA probe fluorescence polarization; inhibition, % at 6.36 µM; 330,000 compounds, 0.41% hits;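 active means percent inhibition above a cutoff equal to the mean of all tested compounds plus 3 SD, cut at about 15% in these data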;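 further: 0% = PAD4 with RCA probe and DMSO and 100% = probe without PAD4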
PREPL inhibitor = PREPL enzyme inhibitors, primary screen, biochemical, fluorescence polarization. Prolyl endopeptidase-like (Homo sapiens), Q4J6C6. AID 2751, 2010. inhibition, % at 5.96 µM. recombinant PREPL, fluorescence polarization activity-based probe. 320,000 compounds, 0.68% hits; in the data active means inhibition above about 43%;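 further: 0% = enzyme with DMSO and 100% = wells lacking enzyme; many of its hits are not listed in these tables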
GSTO1 counter = inhibitors of recombinant GSTO1, primary screen, counter-screen for RBBP9 inhibitor project, biochemical, fluorescence polarization. 300,000 compounds, 1.1% hits. activity-based probe fluorescence polarization. inhibition, % at 5.96 µM. Glutathione S-transferase omega-1 (Homo sapiens), P78417;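 active means inhibition above the campaign mean inhibition plus 3 SD, cut at about 35% in these data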;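 further: 0% = GSTO1-1 with DMSO and 100% = wells lacking GSTO1-1 enzyme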
Target sequence (P78417 whole entry, looked up): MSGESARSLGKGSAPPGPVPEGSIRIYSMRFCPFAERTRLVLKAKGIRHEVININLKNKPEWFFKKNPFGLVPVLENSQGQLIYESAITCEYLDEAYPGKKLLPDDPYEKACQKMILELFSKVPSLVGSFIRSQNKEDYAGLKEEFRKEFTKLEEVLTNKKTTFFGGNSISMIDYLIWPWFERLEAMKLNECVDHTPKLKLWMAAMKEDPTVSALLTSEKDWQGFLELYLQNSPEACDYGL
PAFAH2 FP inh = PAFAH2 enzyme inhibitors, primary screen, biochemical, fluorescence polarization, human | Platelet-activating factor acetylhydrolase 2, cytoplasmic (Homo sapiens), Q99487 | recombinant PAFAH2, FP-rhodamine activity probe | inhibition, % at 3.39 µM | 340,000 compounds, 0.99% hits;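 active means inhibition above the mean over all tested compounds plus 3 SD, cut at about 30% in these data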;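 further: inhibitors block probe labeling of enzyme so polarization drops; 0% = enzyme with DMSO and 100% = wells lacking PAFAH2 protein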
PAFAH1B2 inh = PAFAH1B2 enzyme inhibitors, primary screen, biochemical, fluorescence polarization, human; recombinant PAFAH1B2, FP-rhodamine activity probe; 340,000 compounds, 1.2% hits; inhibition, % at 3.39 µM; Platelet-activating factor acetylhydrolase IB subunit alpha2 (Homo sapiens), P68402;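 active means inhibition above the mean of all tested compounds plus 3 SD, cut at about 24% in these data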;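 further: 0% = enzyme with DMSO and 100% = wells lacking PAFAH1B2; many of its hits are not listed in these tables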
LYPLA1 counter = LYPLA1 inhibitors, primary screen, counter-screen for PME1 inhibitor project, biochemical, fluorescence polarization, FP-Rh probe ABPP | inhibition, % at 5.9 µM | 320,000 compounds, 0.16% hits | Acyl-protein thioesterase 1 (Homo sapiens), O75608 | AID 2174, 2009 | recombinant LYPLA1;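 active means inhibition above the mean of all tested compounds plus 3 SD, set per campaign, cut at about 14% in these data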;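 further: inhibitors block serine hydrolase probe labeling of LYPLA1 so polarization falls; 0% = enzyme with DMSO and 100% = wells lacking LYPLA1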
Target sequence (O75608 whole entry, looked up): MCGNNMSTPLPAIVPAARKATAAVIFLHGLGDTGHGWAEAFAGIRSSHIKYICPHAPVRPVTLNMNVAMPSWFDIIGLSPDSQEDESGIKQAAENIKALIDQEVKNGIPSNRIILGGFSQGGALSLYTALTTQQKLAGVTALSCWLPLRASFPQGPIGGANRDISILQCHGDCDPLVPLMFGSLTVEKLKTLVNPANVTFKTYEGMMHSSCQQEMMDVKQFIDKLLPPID
Active calls of the source: *; . = not tested or not shown. A portion of the library. The share of hits here may be higher or lower than overall.

SMILES	LYPLA2 counter	PAFAH1B3 inh	pPAFAH FP inh	PAD4 FP inh	PREPL inhibitor	GSTO1 counter	PAFAH2 FP inh	PAFAH1B2 inh	LYPLA1 counter
Clc1cccc2sc(-c3nnc(-c4ccccc4)o3)c(Cl)c12	2	5	2	2	0	7	2	3	1
CCC(C)(C(=O)NC1CCCCC1)N(C(=O)CC1NC(=O)NC1=O)c1c(C)n(C)n(-c2ccccc2)c1=O (stereo unspecified)	9	1	8	0	5	-4	3	4	0
Cc1ccc(S(=O)(=O)Nc2ccc(S(=O)(=O)N3CCOCC3)cc2)cc1	2	4	7	0	17	4	-3	11	3
Cc1ccc2nc(SCCC#N)nc(C)c2c1	-5	6	-2	0	-1	2	1	0	-3
CCOc1ccc(-c2nn(-c3ccccc3)cc2/C=C2\SC(=S)N(C3CCS(=O)(=O)C3)C2=O)cc1 (stereo unspecified)	4	-11	-4	-2	-9	-5	1	3	-1
CSc1ncccc1C(=O)OCC(=O)NCc1ccc2c(c1)OCO2	2	4	1	4	-5	5	15	1	-2
COc1ccc(C(=O)NCCSCc2ccc(C)cc2)cc1	7	-6	7	-1	10	3	1	7	3
Brc1ccc(OCc2nc(-c3ccccn3)n[nH]2)cc1	2	2	12	3	28	17	-2	8	1
Cn1c(SCc2nc3ccccc3s2)nnc1-c1cccs1	2	1	3	2	12	7	6	-6	1
CCNC(=S)N/N=C/c1cccc(/C=N/NC(=S)NCC)c1	19	-8	-1	-4	-8	-9	-1	-2	1
Cn1nnc2c(sc3nc(N4CCOCC4)c4c(c32)CCCC4)c1=O	-1	7	7	4	-3	3	-2	7	-2
O=C(COC(=O)c1cnccn1)Nc1c(Cl)cc(Cl)cc1Cl	3	1	6	0	1	.	0	2	0
Cc1ccc(S(=O)(=O)NCCc2nnc3ccc(SCc4cccnc4)nn23)cc1	-1	19	-2	-2	7	4	0	4	-1
Nc1c(S(=O)(=O)c2ccccc2)c2nc3ccccc3nc2n1C1CC1	2	6	5	-4	0	-17	8	-1	-2
O=C(C1CCCN(c2ncnc3c2nc2n3CCCCC2)C1)N1CCN(c2ccc(Cl)cc2)CC1 (stereo unspecified)	5	10	8	-2	-5	1	0	2	4
COCCNc1nc(=S)[nH]c2cc(OC)c(OC)cc12	0	2	1	1	13	-1	6	-3	-1
Cc1ccc(NC(=O)CO/N=C/c2ccccc2C)c(C)c1	4	3	3	1	-1	6	5	2	2
CCOC(=O)C1=C(COC(=O)C2CC(=O)N(CCc3ccccc3)C2)NC(=O)NC1C (stereo unspecified)	.	6	3	-1	20	.	7	2	.
Cc1cccc2sc(NC(=O)c3cccc(S(=O)(=O)N4CCc5ccccc54)c3)nc12	-2	-4	0	3	10	-2	-1	0	-2
CC(C)Cn1c(N)c(C(=O)COC(=O)c2cc3ccccc3cc2O)c(=O)n(C)c1=O	.	-17	-3	-2	9	.	-20	-17	.
Cc1ccccc1-n1c(SCC(=O)N/N=C/c2sccc2C)nc2ccccc2c1=O	-14	2	7	0	11	-4	0	-2	-14
CCc1sc(C(=O)NNC(=O)c2cncc(Br)c2)cc1C	.	4	1	1	32	.	9	1	.
CC(Oc1ccc(F)cc1)C(=O)Nc1ccccc1C(=O)NC1CC1 (stereo unspecified)	-5	6	0	1	-11	-7	0	5	-3
C=CCc1cccc(CNc2ccc(Br)cc2)c1O	6	3	4	1	8	7	7	4	-4
CC(C)CN(CC(C)C)C(=O)c1cc(S(=O)(=O)N2CCCCC2)c[nH]1	-6	0	4	2	0	-8	2	2	-3

Rewritten comma-delimited: 5 of the compounds above
Compound,LYPLA2 counter,PAFAH1B3 inh,pPAFAH FP inh,PAD4 FP inh,PREPL inhibitor,GSTO1 counter,PAFAH2 FP inh,PAFAH1B2 inh,LYPLA1 counter
CC(C)Cn1c(N)c(C(=O)COC(=O)c2cc3ccccc3cc2O)c(=O)n(C)c1=O,.,-17,-3,-2,9,.,-20,-17,.
Cc1ccc(S(=O)(=O)NCCc2nnc3ccc(SCc4cccnc4)nn23)cc1,-1,19,-2,-2,7,4,0,4,-1
CCC(C)(C(=O)NC1CCCCC1)N(C(=O)CC1NC(=O)NC1=O)c1c(C)n(C)n(-c2ccccc2)c1=O (stereo unspecified),9,1,8,0,5,-4,3,4,0
Cn1nnc2c(sc3nc(N4CCOCC4)c4c(c32)CCCC4)c1=O,-1,7,7,4,-3,3,-2,7,-2
Brc1ccc(OCc2nc(-c3ccccn3)n[nH]2)cc1,2,2,12,3,28,17,-2,8,1

(list continues)
SMILES	LYPLA2 counter	PAFAH1B3 inh	pPAFAH FP inh	PAD4 FP inh	PREPL inhibitor	GSTO1 counter	PAFAH2 FP inh	PAFAH1B2 inh	LYPLA1 counter
O=C(Nc1ccccc1N1CCOCC1)c1ccc2c(c1)C(=O)N(Cc1ccncc1)C2=O	7	-1	1	-2	18	-5	17	2	-1
CC(=O)CSc1nc2ccc(Nc3nc(N4CCOCC4)nc(N4CCOCC4)n3)cc2s1	0	-4	4	-2	19	-4	0	5	-4
O=C(CSc1nc(O)cc(=O)n1-c1ccccc1)Nc1ccc(Br)cn1	-10	-8	7	0	3	1	-4	4	-3
Cc1cc(C)n2nc(SCC(=O)N(C)C)nc2n1	-2	4	5	0	3	5	-3	3	1
CCOc1cc(/C=N/NC(=O)c2cccnc2)ccc1OCC(N)=O	-2	-1	3	-3	0	5	0	2	1
CC1(C)NC(=O)N(CC(=O)OCC(=O)Nc2cccc(F)c2)C1=O	3	5	2	1	16	4	8	2	3
C/C=C(\C)C(=O)O[C@@H]([C@H](O)c1cc2ccc(=O)oc2cc1OC)C(C)(C)O	0	-1	2	4	-2	.	-3	2	0
C=CCn1c(SCC(=O)NC2CC2)nc2ccccc2c1=O	2	9	-2	1	13	.	0	7	0
COc1ccc2[nH]c(=O)c(CN(CC3CCCO3)S(=O)(=O)c3ccccc3F)cc2c1 (stereo unspecified)	0	5	3	-3	-12	4	-7	-4	1
CN(C(=O)c1ccc(S(=O)(=O)N2CCOCC2)cc1)C1CCS(=O)(=O)C1 (stereo unspecified)	8	3	-1	-2	-4	3	3	2	2
COc1ccc(CCNc2nc(-c3ccccn3)cs2)cc1OC	-5	6	7	1	26	25	-2	2	2
S=C(Nc1ccc2nsnc2c1)N1CCCC1	0	10	-1	-16	-8	29	4	10	1
COc1ccc(NC(=O)c2c(N)cnn2C)cc1	4	-3	6	-3	-3	-1	2	0	4
CC(=O)N1CC(=O)N(Cc2ccccc2)/C(=C/c2ccccc2)C1=O	-3	-4	0	-6	0	1	-2	5	0
CCCC(=O)NC(=S)Nc1ccccc1F	1	9	2	2	1	3	-3	-3	-2
CC1CCCC(C)N1C(=O)COC(=O)c1ccco1 (stereo unspecified)	.	11	-3	0	10	.	31*	6	.
CCOC(=O)c1[nH]c2ccc(OCC)cc2c1NC(=O)CN1CCCC(C)C1 (stereo unspecified)	-1	-3	0	-2	19	5	0	3	-2
COCCNC(=O)c1ccccc1NC(=O)Cc1ccccc1[N+](=O)[O-]	13	1	1	5	-6	4	-6	-2	3
CCn1c(COc2ccc(Cl)cc2)nnc1SCc1nc2ccccc2[nH]1	-7	-4	-8	-4	-23	5	-5	12	-3
c1ccc2c(c1)CCc1snnc1-2	10	5	5	-3	-7	2	-3	0	2
O=C(NCCS(=O)(=O)c1ccc(Br)cc1)c1ccccc1Cl	-5	-1	-1	-7	17	-2	-5	8	-2
O=C(CCN1C(=O)C2C3CCC(C3)C2C1=O)Nc1cccc(Cl)c1 (stereo unspecified)	2	4	-12	-3	4	2	2	2	1
Cc1csc(NC(=O)CSc2nnc(-c3ccoc3C)n2C(C)c2ccccc2)n1 (stereo unspecified)	6	4	0	1	-9	0	3	-1	-2
COc1ccc(C(CNC(=O)c2cccc(S(=O)(=O)NCc3ccccc3)c2)N2CCOCC2)cc1 (stereo unspecified)	2	1	4	0	-5	-3	-5	1	-1
CCOCCCn1c(-c2ccc(Cl)cc2)n[nH]c1=S	6	7	2	-3	3	-1	1	5	1

Part of the list above, set out differently:
SMILES | LYPLA2 counter | PAFAH1B3 inh | pPAFAH FP inh | PAD4 FP inh | PREPL inhibitor | GSTO1 counter | PAFAH2 FP inh | PAFAH1B2 inh | LYPLA1 counter
O=C(CSc1nc(O)cc(=O)n1-c1ccccc1)Nc1ccc(Br)cn1 | -10 | -8 | 7 | 0 | 3 | 1 | -4 | 4 | -3
Cc1cc(C)n2nc(SCC(=O)N(C)C)nc2n1 | -2 | 4 | 5 | 0 | 3 | 5 | -3 | 3 | 1
CCOc1cc(/C=N/NC(=O)c2cccnc2)ccc1OCC(N)=O | -2 | -1 | 3 | -3 | 0 | 5 | 0 | 2 | 1
CC1(C)NC(=O)N(CC(=O)OCC(=O)Nc2cccc(F)c2)C1=O | 3 | 5 | 2 | 1 | 16 | 4 | 8 | 2 | 3

The listing continues.
SMILES	LYPLA2 counter	PAFAH1B3 inh	pPAFAH FP inh	PAD4 FP inh	PREPL inhibitor	GSTO1 counter	PAFAH2 FP inh	PAFAH1B2 inh	LYPLA1 counter
COc1ccc(Cl)cc1NC(=O)[C@@H]1CCCN1C(=O)c1cccs1	0	7	-1	1	10	6	2	-2	-3
COc1ccc(OC)c(NC(=O)C(C)SCc2nc3sc(C)c(C)c3c(=O)[nH]2)c1 (stereo unspecified)	-6	-5	-8	-11	18	.	9	1	2
CC(=O)n1c2c(c3ccccc31)OC(N)=C(C#N)C2c1cccc(Cl)c1Cl (stereo unspecified)	-7	-8	-5	1	-5	6	-10	-2	-2
CCC1CCCCN1CCCNC(=O)c1c(O)nc2c(C)cccn2c1=O (stereo unspecified)	-5	-1	2	-6	-7	1	2	2	3
Cc1c(C)n2c(SCC(=O)NC3CCCCC3)nnc2[nH]c1=O	7	2	7	-4	-4	7	4	4	1
COC(=O)C(C)Oc1cc(C)ccc1COc1ccc(-n2nc(C)n(C(F)F)c2=O)cc1 (stereo unspecified)	-8	0	-3	-6	14	-4	4	-2	-2
Cn1nccc1NC(=O)CSCC(=O)O	7	4	2	-3	12	-4	-8	3	-1
COCCNC(=O)CS(=O)Cc1nc(-c2ccccc2C)oc1C (stereo unspecified)	0	-1	1	-3	-5	5	-4	0	2
CC(C)OC(=O)c1c(NC(=O)c2cnn3c2NC(c2ccccc2)CC3C(F)(F)F)sc2c1CCCC2 (stereo unspecified)	-1	-1	2	-4	7	10	6	2	-2
COc1ccccc1N1CCN(C(=O)Cn2nnc(-c3ccncc3)n2)CC1	10	10	1	0	7	3	3	3	1
